# From PubChem
# HEK293 tox: cytotoxicity counter-screen for GLP-1 receptor inverse agonists; HEK293 cAMP-luciferase reporter cells, luminescence, 24 h; Potency, µM (doses to about 38.3 µM), for the others: at the top dose activity change, negative = inhibition, most hits filed as inhibitors; actives 0.13% (n = 410,000); AID 624418;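 further: loss of luciferase light is scored as toxicity; potency means the concentration at half of the fitted maximal effect; on the % scale 0 is the no-effect control and ±100 the full control effect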
#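 Here, cytotoxicity is scored as loss of luminescence. The MLSMR collection was tested on cells seeded in medium containing 10% Nu serum, with a 24 hr compound exposure preceded by 12 hours of culture.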
# MCF10A rerep: DNA re-replication induction in MCF 10a cells; actives 2.9% (n = 350,000); Potency, µM (titrated, usually from 46.1 µM), without a hit: at the top dose activity, positive = re-replication, most hits filed as activators; MCF 10A DNA re-replication, Hoechst nuclear intensity, 48 h; further: potency means the concentration at half of the fitted maximal effect; % of control where 0% means no effect; nearly all actives have a fitted effect of over 50% in size
# IL1B secr inh: inflammasome signaling inhibition, IL-1 beta readout; AID 743279; THP-1 LPS/ATP IL-1B secretion, AlphaLISA, 16 h; active compounds read low; activity change, % at 57.5 µM; actives 4.7% (n = 360,000); in the data active means activity change below about -50%; inconclusive means mostly about -30% to -49%; further: on the % scale 0 is the no-effect control and ±100 the full control effect
#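 Secreted IL-1B measured by AlphaLISA bead assay after 16 h compound exposure of THP-1 cells; compounds (final up to 57.5 uM) added 1 h before LPS (250 ng/mL) and ATP (1.25 mM) stimulation; lower signal means less secretion.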
# DRD3 agonist: activates the human D3 dopamine receptor | P35462 | D3R DiscoveRx beta-arrestin cells, luminescence, 90 min | max activation, % | actives 0.58% (n = 410,000) | AID 652048; in the data active means max activation above about 30%; further: 0% is about no effect; mostly tested at two doses, the higher about 12 µM
# Target sequence (P35462 whole entry, looked up): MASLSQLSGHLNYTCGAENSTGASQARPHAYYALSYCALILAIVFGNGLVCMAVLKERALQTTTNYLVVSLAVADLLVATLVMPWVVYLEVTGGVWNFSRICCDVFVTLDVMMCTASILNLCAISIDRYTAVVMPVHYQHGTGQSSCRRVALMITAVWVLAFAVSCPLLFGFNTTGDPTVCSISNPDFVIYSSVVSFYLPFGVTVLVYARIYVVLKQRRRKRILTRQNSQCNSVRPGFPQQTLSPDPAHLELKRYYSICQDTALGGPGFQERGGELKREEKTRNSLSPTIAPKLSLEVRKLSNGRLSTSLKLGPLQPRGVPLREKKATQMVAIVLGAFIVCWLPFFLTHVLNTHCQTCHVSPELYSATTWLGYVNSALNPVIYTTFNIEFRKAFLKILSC
#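 Agonist-mode cell screen: cells plated at 1500/well and incubated overnight at 37 °C, then exposed to library compounds for 90 min at 37 °C. Detection reagent was added for 30–60 min at room temperature, and luminescence was read.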
# SW480 rerep: DNA re-replication induction in SW480 cells | Potency, µM (titrated, usually from 46.1 µM), without a hit: at the top dose re-replication activation, usual class: activators | AID 624297 | actives 1.8% (n = 340,000) | SW480 DNA re-replication, Hoechst DNA content imaging, 48 h; further: potency means the concentration at half of the fitted maximal effect; % of control where 0% means no effect; nearly all actives have a fitted effect of over 55% in size
#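 Hoechst fluorescence of nuclei (405 nm excitation, 500-530 nm emission) measured by plate-scanning imager after 48 hr compound exposure at 37 C; re-replication scored as increased number of nuclei with elevated intensity.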
# HT1080NT lethal: kills 2HG-producing HT-1080-NT fibrosarcoma cells | HT-1080-NT fibrosarcoma viability, CellTiter-Glo ATP luminescence, 48 h | Potency, µM (titrated, usually from 46.1 µM), without a hit: top-dose activity, negative = less viability, actives largely listed as cytotoxic | actives 1.6% (n = 360,000) | AID 686970;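 further: NT is the 2HG producing partner of a matched IDH1 knockdown line; potency means the concentration at half of the fitted maximal effect; 0% = DMSO-treated cells and -100% = media-only wells without cells; nearly all actives have a fitted effect of over 55% in size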
#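 A 48-hour cytotoxicity screen used HT-1080-NT cells plated 2 hours before compound delivery. ATP-based CellTiter-Glo luminescence measured viability, normalized to DMSO and no-cell controls.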
# KB-3-1 cytotox: KB-3-1 parental cell cytotoxicity. actives 1.4% (n = 400,000). KB-3-1 viability, CellTiter-Glo ATP luminescence, 72 h. Potency, µM (top dose mostly 46.1 µM), inactives show at the top dose activity change, negative = cytotoxic, hits mostly cytotoxic. AID 1347075; further: potency means the concentration at half of the fitted maximal effect; on the % scale 0 is the no-effect control and ±100 the full control effect; nearly all actives have a fitted effect of over 60% in size
#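 Here the drug-naive KB-3-1 line serves as comparator for MDR sub-line selectivity; cells received compound titrations, 72 h at 37 °C, then CellTiter-Glo readout.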
# KB-V1 MDR tox: kills drug-selected multidrug resistant KB-V1 cells; AID 1347076; Potency, µM (doses to about 46.1 µM), inactives show at the highest dose activity change, negative = cytotoxicity, hits mostly cytotoxic; KB-V1 MDR cells viability, CellTiter-Glo, 72 h; actives 3.4% (n = 400,000); further: potency means the concentration at half of the fitted maximal effect; on the % scale 0 is the no-effect control and ±100 the full control effect; nearly all actives have a fitted effect of over 60% in size
#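 Cytotoxicity toward P-gp-expressing KB-V1 cells was determined as loss of CellTiter-Glo luminescence after 72 h at 37 degrees C. Compounds were tested in quantitative HTS format across a concentration range, with curves fitted to normalized data.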
# HT1080 IDH1KD tx: HT-1080 IDH1 knockdown cell toxicity (counter line) | Potency, µM (highest dose often 46.1 µM), for the others: at the top dose activity, negative = toxicity, most hits filed as cytotoxic | actives 2% (n = 360,000) | HT-1080 IDH1 knockdown viability, ATP luminescence, 48 h | AID 686971;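 further: potency means the concentration at half of the fitted maximal effect; 0% = DMSO wells and -100% = cell-free medium wells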
#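 Viability of IDH1-knockdown HT-1080 fibrosarcoma cells was assessed by CellTiter-Glo after 48 h at 37 °C with titrated compound; concentration-effect curves were classified by fit quality and response size.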
# * = called active by the depositor; ? = inconclusive; / = not tested or not shown; [ ] = dose if it differs, or a comment. Unless noted, the call rests on the fitted dose curve; in most records, active means well fitted curve in the direction sought with a large enough effect; inconclusive means small, poorly fitted or top-dose-only effect, or another doubt; inactive means no such curve, though single readings can be large; an effect the other way counts as inactive or inconclusive.
SMILES,HEK293 tox,MCF10A rerep,IL1B secr inh,DRD3 agonist,SW480 rerep,HT1080NT lethal,KB-3-1 cytotox,KB-V1 MDR tox,HT1080 IDH1KD tx
O=C(Nc1ccc(F)cc1)C(c1ccccc1)N1CCN(S(=O)(=O)c2ccc3ccccc3c2)CC1 (stereo unspecified),13%,2%,-5,1,0%,11%,7%,23%,5%
COCCN(Cc1cc2cc(C)ccc2n2nnnc12)C(=S)Nc1ccccc1C,4%,?,0,0,-1%,-2%,0%,-7%,-2%
Cc1[nH]c(C)c(S(=O)(=O)NCc2ccc(F)cc2)c1C(=O)N1CCCCC1,-5%,8%,-4,-1,-2%,4%,-12%,-17%,10%
CC1(C)Oc2ccc(C(=O)N3CCCCC3)cc2N(CC(=O)NCc2ccccc2)C1=O,-14%,9%,2,0,2%,7%,2%,-8%,19%
COc1cc(NC(=O)CCN2CCN(C/C=C/c3ccccc3)CC2)cc(OC)c1,-19%,14%,0,3,12%,-7%,-14%,-3%,-5%
Cc1ccc(CNC(=O)CCCNS(=O)(=O)c2cccc3nonc23)cc1,-22%,3%,6,-2,-8%,-6%,9%,7%,-4%
O=C(CNS(=O)(=O)c1ccccc1)N/N=C/c1ccncc1,11%,13%,-2,-4,-6%,0%,?,0%,6%
CCOC(=O)c1c(NC(=O)C(C)Sc2cn(C)c3ccccc23)sc2c1CCC2 (stereo unspecified),-6%,9%,13,1,-18%,6%,-4%,-10%,-2%
CN(CCC#N)C(=O)COC(=O)c1ccc2[nH]c3c(c2c1)CCCC3,-7%,-9%,?,1,2%,-1%,?,-21%,-27%
CSc1ccc(CCNC(=O)c2c(C)nn(-c3ccc(F)cc3)c2-n2cccc2)cc1,-22%,/,/,8,/,/,3.3µM*,5.8µM*,/
Fc1ccccc1-c1nc(N2CCCCC2)c2ccccc2n1,0%,15%,-6,-3,1%,10%,?,13µM*,-2%
Cc1[nH]c2ccccc2c1CCC(N)=O,4%,2%,0,-19,-1%,8%,5%,-8%,-9%
COc1ccc(OC(F)(F)F)cc1CC1(C)C(=O)Nc2cccc(Cl)c21 (stereo unspecified),5%,/,0,4,/,?,0%,1%,0%
O=C(Nc1ccccc1Cl)C1C2CCCCC21 (stereo unspecified),5%,-20%,-7,3,0%,-1%,-3%,4%,3%
CCC(CC)C(=O)N1CCN(c2ccccc2)CC1,10%,-4%,0,-3,-1%,21%,2%,-16%,17%
O=C(NCC(c1ccc2c(c1)OCO2)N1CCOCC1)C(=O)Nc1ccccc1 (stereo unspecified),16%,/,/,4,/,/,11%,8%,/
O=C1/C(=N\S(=O)(=O)c2cccs2)C([n+]2ccccc2)=C([O-])c2ccccc21,-53%,17%,-63*,-10,12µM*,?,6.5µM*,-10%,0%
CNC(=O)c1ccc(NC(=O)COc2ccc(-c3nn(C)c(=O)c4ccccc34)cc2)cc1,4%,/,/,2,/,/,-3%,-24%,/
C=CCN(c1ccccc1C(=O)NCC(=O)O)S(=O)(=O)c1ccc(C)cc1,9%,10%,15,2,-10%,23%,2%,8%,-1%
CCOc1ccccc1Nc1nnc(SCC(=O)NC2CC2)s1,-13%,6%,-12,1,-6%,-1%,2%,0%,6%

# 2 entries drawn at random from those above, as already listed:
SMILES,HEK293 tox,MCF10A rerep,IL1B secr inh,DRD3 agonist,SW480 rerep,HT1080NT lethal,KB-3-1 cytotox,KB-V1 MDR tox,HT1080 IDH1KD tx
O=C1/C(=N\S(=O)(=O)c2cccs2)C([n+]2ccccc2)=C([O-])c2ccccc21,-53%,17%,-63*,-10,12µM*,?,6.5µM*,-10%,0%
CC1(C)Oc2ccc(C(=O)N3CCCCC3)cc2N(CC(=O)NCc2ccccc2)C1=O,-14%,9%,2,0,2%,7%,2%,-8%,19%

# The listing picks up, repeating the two entries before the break.
SMILES,HEK293 tox,MCF10A rerep,IL1B secr inh,DRD3 agonist,SW480 rerep,HT1080NT lethal,KB-3-1 cytotox,KB-V1 MDR tox,HT1080 IDH1KD tx
C=CCN(c1ccccc1C(=O)NCC(=O)O)S(=O)(=O)c1ccc(C)cc1,9%,10%,15,2,-10%,23%,2%,8%,-1%
CCOc1ccccc1Nc1nnc(SCC(=O)NC2CC2)s1,-13%,6%,-12,1,-6%,-1%,2%,0%,6%
COc1cc(C(=O)OCC(=O)NC2CCS(=O)(=O)C2)ccc1OCc1c(C)noc1C (stereo unspecified),5%,-2%,8,4,-4%,10%,7%,15%,7%
COc1ccccc1CNC(=O)c1cc(C2CC2)nc2c1cnn2C(C)C,2%,?,3,2,9%,-11%,-9%,2.9µM*,-7%
NS(=O)(=O)c1cccc(NC(=O)COC(=O)C2CCN(S(=O)(=O)c3cccs3)CC2)c1,-4%,-10%,9,2,7%,22%,0%,6%,21%
O=C(c1cccc(Cl)c1)N1CCn2c1nc1ccccc12,2%,1%,6,-12,-15%,16%,9%,2%,14%
CN(CC(=O)Nc1ccc(F)cc1)C(=O)CN1C(=O)NC2(CCCC2)C1=O,15%,19%,5,-5,11%,-29%,-4%,3%,-13%
COC(=O)c1cc2oc(C)cc2n1Cc1cccc(Cl)c1,0%,/,/,8,/,/,-4%,0%,/
COc1cccc(/C=N/NC(=O)CC2C(=O)NN=C2C)c1O (stereo unspecified),6%,4%,-11,-11,-8%,-3%,-1%,-12%,?
COC(=O)c1cc(NC(=O)CSc2ncn[nH]2)ccc1Cl,-20%,-4%,22,7,2%,6%,-3%,20%,3%
Cc1nc(N2CCOCC2)nc(OC(C)C)c1[N+](=O)[O-],19%,-7%,-10,1,-3%,-1%,-26%,-14%,-4%
Cc1nn(-c2ccccc2)c(N2CCCC2)c1/C=C1\N=C(c2ccc(F)cc2)OC1=O,-20%,-6%,5,-3,-3%,-1%,-7%,12%,2%
O=C(Cc1cccc(NC(=O)C2CCN(C(=O)C3CCCCC3)CC2)c1)Nc1cccc(C(=O)N2CCCC2)c1,3%,-7%,-2,9,-5%,3%,6%,?,5%
Nc1ncnc2c1ncn2[C@@H]1O[C@H](CNC(=O)[C@@H]2CCCN2S(=O)(=O)c2ccc(F)cc2)[C@@H](O)[C@H]1O,3%,6%,8,37*,-24%,7%,7%,8%,0%
O=c1c2ccccc2nc(-c2ccc(Cl)c(Cl)c2)n1O,-16%,?,27,5,?,-10%,?,?,-1%
Cc1ccc(Cl)cc1NC(=O)c1ccc(NC(=O)CCC(=O)O)cc1,-1%,6%,8,-2,-7%,11%,9%,-1%,10%
O=C(CCN1C(=O)C2C3C=CC(C4CC34)C2C1=O)Oc1ccc(Br)cc1 (stereo unspecified),-1%,0%,21,-9,0%,2%,6%,0%,-2%
CC(C)NC(=O)NC(=O)CSc1nncn1C,7%,-21%,3,4,16%,-3%,13%,6%,-4%
C=C(C)C(O)Cc1c(OC)ccc(C(=O)/C=C/c2ccc(O)cc2)c1O (stereo unspecified),-17%,?,?,3,20%,4%,0%,8%,1%
COc1ccc(/C=C(\C#N)C(=O)C(C)(C)n2cncn2)cc1,-15%,-17%,39,-9,-4%,4%,5%,?,6%
CCCCCCSc1nsc(NC(=O)CC(C)C)n1,-23%,?,7,2,-697%[inhibitor],?,-11%,-4%,15µM*
CCCN1CCN(c2ncc3c(n2)CCN(Cc2ccc(OC)c(OC)c2OC)C3)CC1,-15%,/,/,-9,/,/,3%,-7%,/

# Limited to HT1080 IDH1KD tx and HEK293 tox, for some of the entries so far:
Structure | HT1080 IDH1KD tx | HEK293 tox
O=c1c2ccccc2nc(-c2ccc(Cl)c(Cl)c2)n1O | -1% | -16%
Cc1ccc(Cl)cc1NC(=O)c1ccc(NC(=O)CCC(=O)O)cc1 | 10% | -1%
O=C(CCN1C(=O)C2C3C=CC(C4CC34)C2C1=O)Oc1ccc(Br)cc1 (stereo unspecified) | -2% | -1%
CC(C)NC(=O)NC(=O)CSc1nncn1C | -4% | 7%
C=C(C)C(O)Cc1c(OC)ccc(C(=O)/C=C/c2ccc(O)cc2)c1O (stereo unspecified) | 1% | -17%
COc1ccc(/C=C(\C#N)C(=O)C(C)(C)n2cncn2)cc1 | 6% | -15%

# Other structures follow:
SMILES,HEK293 tox,MCF10A rerep,IL1B secr inh,DRD3 agonist,SW480 rerep,HT1080NT lethal,KB-3-1 cytotox,KB-V1 MDR tox,HT1080 IDH1KD tx
COc1ccc(-c2cc(C(F)(F)F)nc(SCC(=O)N3CC(C)OC(C)C3)n2)cc1OC (stereo unspecified),-2%,-5%,-11,2,2%,0%,12%,?,-1%
CCOC(=O)C1C(c2ccc(O)c(OC)c2)NC(=O)NC1(O)C(F)(F)F (stereo unspecified),-29%,?,-3,16,-33%[inhibitor],8%,6%,?,13%
CC(=O)C1=C(C)NC(C)=C(C(C)=O)C1c1cn(-c2ccccc2)nc1-c1cccs1,2%,-11%,?,-3,1%,-14%,-16%,3%,-14%
COCCNc1nc(NCCNC(C)=O)c2sc(-c3ccccc3)cc2n1,10%,/,/,-5,/,?,0%,4%,?
Cn1c(=O)c2cc3c(nc2n(C)c1=O)CC(c1ccccc1)CC3=O (stereo unspecified),4%,-1%,60,4,-8%,1%,-2%,-22%,7%
CSCCC(NS(=O)(=O)/C=C/c1ccccc1)C(=O)N1CCC(C)CC1 (stereo unspecified),4%,0%[9.22 µM],-2,-12,-1%[9.22 µM],1%,3%,-17%,0%
C[C@H](CO)N1C[C@H](C)[C@@H](CN(C)Cc2ccc(Cl)c(Cl)c2)Oc2c(NS(=O)(=O)c3cn(C)cn3)cccc2C1=O,2%,-36%[inhibitor],16,4,9%,3%,?,0%,10%

# Compounds were not picked by outcome; 11% or so of the library scored in one or more.
